Assay outcomes: PubChem, National Center for Advancing Translational Sciences (NCATS)
AMA1 RON2 block: disrupts binding of P. falciparum AMA1 to RON2. AlphaScreen AMA1-biotinylated RON2 peptide binding. Potency, µM (titrated, usually from 58.2 µM), inactives show top-dose activity change, negative = inhibition, usual class: inhibitors. 360,000 tested, 0.2% active. AID 720542;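 note: potency is the fitted concentration of half-maximal effect; 0% = vehicle wells and -100% = peptide control; nearly all actives have a fitted effect of over 45% in size; some results filed as inactive show a strong effect at the top dose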
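AMA1 (3D7) with his tag at 25 nM final met compounds first, then biotinylated RON2 peptide at 25 nM; detection used donor plus acceptor beads, 10 µg/mL apiece, read by AlphaScreen after 30 min at room temperature.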
HCV inhibitor: blocks hepatitis C virus; Huh7.5.1 HCVcc-Cre infection, luciferase reporter, 44 h; Potency, µM (titrated, usually from 41.8 µM), for the others: at the top dose activity change, negative = inhibition, usual class: inhibitors; 340,000 tested, 3.4% active; note: potency is the fitted concentration of half-maximal effect
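1,000 cells/well; 4 h culture; + compound; + HCVcc-Cre (~0.5 moi); 44 h; luciferase substrate, RT 15 min; read 15 sec.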
AmpC detergent: AmpC beta-lactamase inhibition with detergent present; P00811; AmpC hydrolysis of nitrocefin, absorbance 480 nm, 0.01% Triton; Potency, µM (doses to about 114 µM), inactives show top-dose activity change, negative = inhibition, hits mostly inhibitors; 370,000 tested, 0.041% active;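 note: potency is the fitted concentration of half-maximal effect; 0% = no-compound wells and -100% = no-enzyme wells; nearly all actives have a fitted effect of over 25% in size; some results filed as inactive show a strong effect at the top dose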
Target sequence (P00811 whole entry, looked up): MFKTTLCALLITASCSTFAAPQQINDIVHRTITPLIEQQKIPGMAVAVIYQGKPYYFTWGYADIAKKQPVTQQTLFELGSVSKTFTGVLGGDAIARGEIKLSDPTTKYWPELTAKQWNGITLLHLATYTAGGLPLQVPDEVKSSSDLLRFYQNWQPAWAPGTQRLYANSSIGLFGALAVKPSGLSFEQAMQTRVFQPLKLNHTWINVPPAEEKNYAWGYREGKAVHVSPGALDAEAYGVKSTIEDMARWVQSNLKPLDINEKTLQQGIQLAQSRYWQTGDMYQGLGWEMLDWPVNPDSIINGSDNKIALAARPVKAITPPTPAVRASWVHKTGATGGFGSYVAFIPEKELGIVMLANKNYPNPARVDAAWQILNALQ
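20 mM phosphate pH 7.0 + 0.01% (detergent screen) or 0.0001% Triton X-100; 5.3 nM AmpC reagent; cpd preinc 15 min RT; nitrocefin (800 uM stock) to start; A480 q20 s × 4 min; Activity was normalised to no-enzyme and no-compound control wells.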
FBPA Giardia inh: blocks Giardia fructose-bisphosphate aldolase activity | A8B2U2 | purified Giardia FBPA | Potency, µM (top dose mostly 59.6 µM), without a hit: at the top dose activity, negative = inhibition, actives largely listed as inhibitors | 290,000 tested, 0.71% active | AID 2451; note: potency is the fitted concentration of half-maximal effect; nearly all actives have a fitted effect of over 55% in size
Target sequence (A8B2U2 whole entry, looked up): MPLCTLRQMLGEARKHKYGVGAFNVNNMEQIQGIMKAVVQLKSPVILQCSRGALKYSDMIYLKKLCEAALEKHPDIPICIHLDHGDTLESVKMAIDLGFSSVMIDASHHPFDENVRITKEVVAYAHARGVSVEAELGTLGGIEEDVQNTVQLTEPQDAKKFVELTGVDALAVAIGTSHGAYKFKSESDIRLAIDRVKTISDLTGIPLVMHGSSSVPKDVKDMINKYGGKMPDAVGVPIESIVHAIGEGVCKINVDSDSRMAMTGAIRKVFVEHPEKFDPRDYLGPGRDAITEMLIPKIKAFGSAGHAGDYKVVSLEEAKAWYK
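Giardia FBPA (40 nM reagent) was preincubated 10 min at RT with compound (up to 57.5 uM final), then substrate plus GAPDH/TPI/NAD/arsenate coupling system with diaphorase/resazurin was added; resorufin fluorescence (525/598 nm) was read after 20 min.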
HCMV antiviral: inhibitors of human cytomegalovirus; HFF cells, HCMV-luciferase reporter, 72 h; active compounds read low; activity change, negative = inhibition, % at 57.5 µM; 410,000 tested, 4.5% active; in the data active = activity change below about -60%; inconclusive = no clear call, values can overlap the other calls; inactive = above about -39%
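Two compound doses tested in HFFs infected with HCMV-luciferase, MOI 1 PFU/cell, 72 h at 37C. Lysate luminescence read with OneGlo; data normalized against buffer-only and 10uM Salinomycin inhibitor controls.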
Sm TGR inh: S. mansoni TGR enzyme inhibition; purified TGR, DTNB reduction, TNB absorbance 405 nm; Q962Y6; 360,000 tested, 3% active; AID 485364; Potency, µM (series often up to 114 µM), for the others: at the highest dose activity change, negative = inhibition, usual class: inhibitors; note: potency is the fitted concentration of half-maximal effect; nearly all actives have a fitted effect of over 60% in size
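First, TGR (20 nM dispensed) and NADPH were mixed with compound. Second, a 15 min room-temperature incubation followed. Third, further NADPH and then DTNB were added to start the reaction. Finally, TNB absorbance was monitored kinetically.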
An asterisk follows results filed as active; u = inconclusive; x = not tested or not shown; & = joins results of further samples; ! = not confirmed by another sample; [ ] = remark or other dose. Unless noted, calls come from the whole dose curve; as a rule, active = well fitted curve in the direction sought with a large enough effect; inconclusive = small, poorly fitted or top-dose-only effect, or another doubt; inactive = no such curve, though single readings can be large; an effect the other way counts as inactive or inconclusive. Unless noted, % is set by controls: 0 for no effect and ±100 for the full control effect. Not a hit list. About 9.3% of those tested had a hit in this group.

SMILES	AMA1 RON2 block	HCV inhibitor	AmpC detergent	FBPA Giardia inh	HCMV antiviral	Sm TGR inh
COc1ccc2cc(CN(CC3CCCO3)C(=O)Nc3ccccc3)c(=O)[nH]c2c1 (configuration not stated)	-6%	1%	-3%	0%	-27	-8%
COc1cccc(OCc2nnc(SCC(=O)OCc3ccccc3)o2)c1	23%	16%	0%	7%	x	5%
CN(C)c1cccc(NC(=O)C2(C)CC2(Cl)Cl)c1 (configuration not stated)	15%	31%[activator]	-1%	-2%	-28	-5%
CSCCC(NS(=O)(=O)/C=C/c1ccccc1)C(=O)NCCc1ccc(S(N)(=O)=O)cc1 (configuration not stated)	11%	3%	-9%	0%	16	11%
O=[N+]([O-])c1cc(-c2nc(-c3ccccc3)no2)ccc1N1CCOCC1	x	x	11%	x	35	-1%
Cc1cccc(NC(=O)Cn2nnc(C(=O)NCc3cccs3)c2N)c1C	2%	23%	-8%	11%	17	0%
Cc1ccc(CSc2ncc(Cl)c(C(=O)Nc3nnc(C)s3)n2)cc1	x	x	-3%	x	15	-4%
Cc1nn(CC(=O)Nc2ccc(Cl)cn2)c(C)c1Br	-2%	1%	-12%	3%	6	2%
COc1ccc(S(=O)(=O)N(C)CC(=O)O)c2ccccc12	1%	-3%	u	16%	-12	3%
C=CCNC(=S)NNC(=O)c1ccc(OCC)cc1	50%[activator]	34%[activator]	3%	-5%	-18	4%
O=C(COc1cc2oc(=O)c3c(c2cc1Cl)CCC3)Nc1ccc(CN2CCOCC2)cc1	9%	7%	-5%	1%	-36	-11%
Cc1cn2c(=O)c(S(=O)(=O)N3CCN(c4cc(Cl)ccc4C)CC3)c(C)nc2s1	x	x	-1%	x	-2	-1%
C=CCN(CC=C)C(=O)CCc1nnc(CCc2c[nH]c3ccccc23)o1	-5%	-11%	-13%	-1%	-7	x
O=C(O)c1ccccc1NC(=O)N1c2ccccc2Sc2ccccc21	x	x	u	x	-5	-21%
Cc1oc(CC(C)C)c(CN2CCCC2)c1C(=O)O	8%	9%	-4%	-10%	37	-21%
Cc1cc(NC(=O)CSc2c[nH]c3ccccc23)no1	-3%	-10%	10%	x	-24	-9%
COc1ccc(/C=N/NC(=O)CCCCCNC(=O)c2ccccc2)cc1	11%	10%	u	1%	-7	-2%
Cc1ccc(N2CC(C(=O)OCC(=O)Nc3ccc(F)cc3F)CC2=O)cc1 (configuration not stated)	8%	-9%	5%	x	-4	-1%
Cc1ccc(C)c(N2CCN(C(=O)c3cccn4c(=O)c5ccccc5nc34)CC2)c1	x	x	-7%	x	22	-8%
Cc1ccc(C(=O)N2CCN(S(=O)(=O)c3ccccc3[N+](=O)[O-])CC2)o1	-3%	16%	-4%	5%	u	34%
CCOc1ccc(CCNC(=O)C2CCN(C(=O)N3CC(CC)Oc4ccccc43)CC2)cc1 (configuration not stated)	x	x	-3%	x	12	-5%
CS(=O)(=O)N1CCC(C(=O)Nc2cc(Cl)cc(Cl)c2)CC1	13%	15%	u	0%	-33	13%
CCOC(=O)C1=C(C)N(CC(C)C)C(=O)/C1=C\c1cccs1	u	u	-3%	5%	-27	-4%
Cc1ccccc1-c1noc(CNC(=O)COc2ccccc2)n1	-8%	8%	2%	x	-18	7%
Cc1ccc(OCC(=O)NNC(=O)c2cc3ccccc3o2)cc1	-7%	5%	-3%	3%	12	7%
CC[C@]12CCCN3CCc4c(n(c5ccccc45)C(=O)C1)[C@@H]32	-8%	6.3µM*	-2%	x	47	3%
Cc1ccc(C)c(S(=O)(=O)Nc2cc3c4c(c2)CCC(=O)N4CCC3)c1	-16%	-10%	-14%	x	-5	-2%
COCCn1c(=NC(=O)c2cc(Cl)sc2Cl)sc2cc(S(N)(=O)=O)ccc21	-21%	-6%	u	7%	u	-6%
CCN(CC)CC(=O)Nc1ccc(C)cc1Br	-2%	u	-2%	5%	u	-3%
COc1ccccc1Cc1nc2ccccc2[nH]c1=O	x	x	-3%	x	1	-1%
C=CCn1c(=O)c2ccccc2n2c(SC(C)C(N)=O)nnc12 (configuration not stated)	-7%	-7%	-4%	-16%	15	-22%
CS(=O)(=O)c1ccc(C(=O)OCc2nnc(-c3ccc(Cl)cc3)o2)cc1[N+](=O)[O-]	17%	u	3%	2%	x	2.5µM*
COC(=O)c1ccc(C(=O)OC)c(NC(=O)C(C)C)c1	-15%	-28%	-10%	11%	-13	9%
CC(NC(=O)C(=O)N/N=C\c1ccc([N+](=O)[O-])cc1)c1ccccc1 (configuration not stated)	-1%	-25%	2%	3%	14	-1%
COc1cccc(OC)c1OCCCNC1CCCC1	-23%	13%	-9%	u	2	1%
CC1=Nc2cccc([N+](=O)[O-])c2NC(=O)C1	-3%	7%	u	0%	32	1%
CC(=O)c1ccccc1NC(=O)CSc1nc2ccccc2c(=O)n1CCCN1CCOCC1	15%	-12%	x	x	-22	x
Cc1ccc(NC(=O)CNC(=O)c2ccc(C(C)(C)C)cc2)cc1S(=O)(=O)N1CCOCC1	-7%	-6%	x	x	10	x
Cc1ccc(OCC(=O)NC(=S)Nc2ccc(Br)c(C)n2)cc1	-4%	4%	-1%	-5%	38	5%
COc1ccc2c(C)cc(Sc3nnnn3-c3ccccc3)nc2c1	0%	-2%	-3%	-19%	-101*	-6%
CCCCn1c(=O)c(CCC(=O)OCC(=O)Nc2ccc(F)c(Cl)c2)nc2ccccc21	-12%	5%	-6%	3%	-30	6%
O=C(NNc1c(F)c(F)cc(F)c1F)c1cc2ccccc2oc1=O	5%	6%	-15%	1%	56	65%[activator]
COc1cccc(CNC(=O)c2ccccc2C(=O)NC(C)(C)C(=O)NCc2cccc(OC)c2)c1	9%	13%	4%	x	0	-16%
COC(=O)c1ccc(OS(=O)(=O)c2ccc(NC(C)=O)cc2)cc1	-5%	u	7%	8%	u	1%
COc1ccc2c(C(=O)c3ccc(C)cc3)n(Cc3ccc(C(N)=O)cc3)[n+]([O-])c2c1	24%	29%	-2%	x	107	-33%
COc1ccc(CNC(=O)c2cc3ccccn3n2)c(OC)c1	x	x	3%	x	21	0%
COc1ccc(NC(=O)Cn2nnc3sc4c(c3c2=O)CCCC4)cc1	x	x	27%	x	-4	-1%
CC(=O)Nc1ccc2nc(SCCOc3ccc(C)cc3)sc2c1	x	x	16%	x	u	5%
CCOc1ccc(-c2cc(C(=O)NN3CCN(C)CC3)c3cc(Cl)ccc3n2)cc1	x	-1%	-10%	3%	u	-2%
c1ccc(-c2n[nH]c3ccccc23)cc1	11%	u	u	-11%	-35	2%
CC(=O)c1c(C)[nH]c(C(=O)CN2C(=O)NC(C)(C)C2=O)c1C	0%	-6%	0%	x	39	-2%
CCOc1ccc(N(CC(=O)Nc2ccc(OC)cc2)S(=O)(=O)c2c(C)noc2C)cc1	1%	14%	u	0%	u	3%
CCOc1ccccc1OCC(=O)NC1CCCCC1	-6%	-17%	2%	6%	-14	-3%
Cc1cc(-c2n[nH]c(=S)n2/N=C/c2cccc(O)c2)n[nH]1	95%[activator]	-4%	-7%	u	-38	11%
CCCc1ccc(S(=O)(=O)N2CCN(C(C)C(=O)NCc3ccc(OC)cc3)CC2)cc1 (configuration not stated)	8%	u	-12%	x	54	3%
Cc1ccc(Nc2c(C(C)C)c(C)c(C#N)c3nc4ccccc4n23)cc1	x	x	0%	x	-26	-21%
CN(C)C(=O)c1ccc(-c2cc(C(F)(F)F)nn2C)s1	-11%	0%	-1%	-8%	27	5%
Cc1nn(-c2ccccc2)c2ncc(C(=O)c3cc(Cl)ccc3O)cc12	-15%[11.6 µM]	u	1%	-1%	-13	-6%
Cc1ccc(S(=O)(=O)Nc2ccc3[nH]c(=O)sc3c2)cc1C	x	x	13%	x	-31	0%
O=C(NC1=NCCS1)c1cccs1	-1%	14%	9%	9%	14	5%

Random excerpt: three entries already listed
SMILES	AMA1 RON2 block	HCV inhibitor	AmpC detergent	FBPA Giardia inh	HCMV antiviral	Sm TGR inh
CC(=O)c1c(C)[nH]c(C(=O)CN2C(=O)NC(C)(C)C2=O)c1C	0%	-6%	0%	x	39	-2%
CCOc1ccc(N(CC(=O)Nc2ccc(OC)cc2)S(=O)(=O)c2c(C)noc2C)cc1	1%	14%	u	0%	u	3%
Cc1ccc(S(=O)(=O)Nc2ccc3[nH]c(=O)sc3c2)cc1C	x	x	13%	x	-31	0%

Next compounds.
SMILES	AMA1 RON2 block	HCV inhibitor	AmpC detergent	FBPA Giardia inh	HCMV antiviral	Sm TGR inh
CCCCCn1c(N)c(-c2nc3ccccc3s2)c2c([N+](=O)[O-])nn(CC)c(=O)c21	-10%	11µM*	-4%	-2%	-6	-16%
COC(=O)C1CN(C(=O)COc2ccccc2)c2ccccc2O1 (configuration not stated)	2%	8%	2%	8%	-13	84%[activator]
CS(=O)(=O)N1CCc2cc(C(=O)Nc3ccc(O)cc3)ccc21	-1%	-13%	0%	2%	18	-15%
COc1ccc(/C=N/Nc2nn3cnnc3c3ccccc23)cc1	1%	-20%	5%	14%	-2	11%
Cc1ccc(S(=O)(=O)NCC(=O)N(CC(=O)NC2CCCC2)c2ccc3c(c2)OCCO3)cc1	-11%	2%	-14%	6%	40	1%
Cn1c(Cn2c(=O)sc3ccccc32)nnc1SCC(=O)Nc1ccccc1F	-3%	-1%	u	-6%	-8	9%
COC(=O)c1ccc(CN2CCN(Cc3ccccc3)CC2)cc1	-16%	4%	u	-13%	26	-10%[11.4 µM]
O=C(NC1CC1)c1cc(Cl)nc2ccccc12	0%	-4%	6%	x	-31	-2%
O=S1(=O)CCC(NC(=S)N2CCOCC2)C1 (configuration not stated)	19%	u	-3%	-4%	9	2%
CSCCC(NS(=O)(=O)c1ccccc1)C(=O)OCc1cc(=O)oc2cc(O)ccc12 (configuration not stated)	-16%	-15%	0%	x	-23	-8%
CC1=Nc2cc(C(=O)NCc3ccco3)ccc2Sc2ccc(C)cc21	-23%	u	-6%	-5%	-92*	-17%
NC(=NCCCCCCN=C(N)/N=C(\N)Nc1ccc(Cl)cc1)/N=C(\N)Nc1ccc(Cl)cc1	25%&26%&17%	u	u	-6%	-95*!	6%&4%&-8%
Cc1ccc(C(=O)COc2ccccc2-c2ccccc2)cc1	44%[activator]	-15%	4%	-3%	-37	-3%
COc1ccc(CCNC(=O)CSC2=Nc3ccccc3C3=NC(CCC(=O)NCc4ccccc4)C(=O)N23)cc1OC (configuration not stated)	x	x	7%	x	-25	6%
Cc1cccc(C(C)C)c1NC(=O)COC(=O)CNS(=O)(=O)c1ccccc1	7%	19%	0%	x	5	-5%
CC(C)NC(=O)c1ccc2c(=O)n(Cc3ccco3)c(=S)[nH]c2c1	8%	5%	2%	5%	41	-2%
Cc1cc(C)c(CN2CCN(C(=O)Cn3ccc(N)nc3=O)CC2)c(C)c1	13%	-38%	-6%	x	35	1%
Cc1cc(-n2c(C)cc(C(=O)CSc3[nH]c(=O)cc(C(F)(F)F)c3C#N)c2C)no1	8%	6%	1%	x	-7	u
CCOCCCNC(=O)CCC(=O)NNc1nc2ccccc2c2nc(-c3ccccc3)nn12	35%[activator]	8%	-4%&-1%	-10%	7&23	-3%&-17%
